High-throughput results: PubChem BioAssay, several laboratories
E coli growth: bacterial growth inhibition, counter-screen for AddAB inhibitors | inhibition, % at 11.9 µM | actives 0.27% (n = 330,000) | E. coli V3065 growth, OD600 absorbance, 18 h;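 active means inhibition above the campaign's mean inhibition across all tested compounds plus 3 SD, cut at about 9.9% in these data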;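 further: uninfected addAB+ strain grown without phage in ampicillin broth; 0% = DMSO wells and 100% = ciprofloxacin 0.95 µg/ml wells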
CAL PDZ FP-1: human CAL PDZ-peptide interaction inhibition; Q9HD26; purified CAL PDZ, TMR-peptide fluorescence polarization, 1 h; inhibition, % at 20 µM; actives 0.02% (n = 330,000); AID 504414;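 active means highest replicate inhibition of at least 40%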;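 further: plate controls were DMSO neutral control wells for no effect and unlabeled competitor peptide control wells for full effect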
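Material: tagged CAL PDZ domain; buffer or medium: 25 mM sodium phosphate pH 7.4, 150 mM NaCl, TCEP, IgG, Thesit; compound dosing: single point, 20 µM; schedule: 1 h incubation at room temperature before polarization reading; measured by: FP readout, S and P plane fluorescence; read-out basis: percent inhibition from loss of millipolarization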
SR-BI HDL uptake: mouse SR-BI HDL lipid transfer inhibition | AID 488896 | Q61009 | inhibition, % at 12.5 µM | actives 0.96% (n = 320,000) | ldlA[mSR-BI] CHO cells, DiI-HDL uptake fluorescence, 3 h;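 active means mean replicate inhibition of at least 70% and a set share of replicates each scoring 70 or more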;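 further: 0% = median of neutral control wells and 100% = median of positive control wells; values of inactives mirror those of a sister screen read the other way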
Target sequence (Q61009 whole entry, looked up): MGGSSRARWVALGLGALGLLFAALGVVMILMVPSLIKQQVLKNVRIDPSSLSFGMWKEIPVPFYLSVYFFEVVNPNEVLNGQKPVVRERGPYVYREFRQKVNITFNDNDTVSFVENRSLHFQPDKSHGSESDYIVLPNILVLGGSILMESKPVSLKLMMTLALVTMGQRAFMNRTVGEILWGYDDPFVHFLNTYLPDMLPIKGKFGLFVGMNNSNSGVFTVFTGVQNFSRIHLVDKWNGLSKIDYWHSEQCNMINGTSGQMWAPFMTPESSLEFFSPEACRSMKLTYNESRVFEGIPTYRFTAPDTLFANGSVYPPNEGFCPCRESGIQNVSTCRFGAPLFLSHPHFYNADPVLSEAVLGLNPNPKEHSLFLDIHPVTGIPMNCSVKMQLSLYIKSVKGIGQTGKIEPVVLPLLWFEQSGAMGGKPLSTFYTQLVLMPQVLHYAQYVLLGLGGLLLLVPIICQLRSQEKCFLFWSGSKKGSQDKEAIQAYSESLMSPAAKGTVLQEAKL
phage Ecoli inh: E. coli growth loss with phage present | growth absorbance | inhibition, % at 11.9 µM | actives 0.26% (n = 360,000) | AID 651602; in the data active means inhibition above about 11%
SR-BI uptake up: enhances SR-BI lipid uptake from DiI-HDL | activation, % at 12.5 µM | CHO ldlA[mSR-BI] cells, DiI-HDL uptake fluorescence, 3 h; 100 = double the neutral-control signal | actives 0.096% (n = 320,000);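 active means mean replicate activation of at least 60% and every replicate at or above 60%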;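 further: 0% = median plate neutral-control signal and 100% = twice that signal; values of inactives mirror those of a sister screen read the other way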
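Material: SR-BI-overexpressing, LDLR-lacking CHO cells | Dosing: Single compound concentration, delivered by pin transfer | Probe or stimulus: Labelled HDL, 10 µg/mL | Signal: Bottom-read cell fluorescence after medium removal, ex 550/em 595 nm | Schedule: 3 h, 37 °C | Evaluation: HDL uptake via cellular fluorescence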
AddAB inh: less growth of phage-infected E. coli with AddAB; actives 0.29% (n = 330,000); E. coli expressing H. pylori AddAB, absorbance growth; inhibition, % at 11.9 µM; AID 435030; in the data active means inhibition above about 12%;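 further: 0% = vehicle wells of infected cells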
Tat transport: inhibitors of E. coli Tat protein transport. inhibition, % at 10 µM. E. coli MC4100 TorA-mCherry Tat export, fluorescence. actives 0.036% (n = 340,000);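 active means mean replicate inhibition at least 50% and at least half of replicates individually reaching 50%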;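 further: exported cargo escapes ClpAP degradation while cytoplasmic cargo is degraded and loses fluorescence; 0% = median of neutral control wells and 100% = median of NaSCN control wells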
MITF TRPM1 HTS: increases MITF-driven TRPM1 promoter luciferase signal; SK-MEL-5 TRPM1-promoter luciferase, 24 h; % of positive control, neutral wells = 0; activation, % at 12.5 µM; actives 0.75% (n = 300,000);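 active means mean activation of at least 80% with every replicate also reaching 80%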;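 further: 0% = neutral control wells and 100% = parthenolide positive control wells; values of inactives mirror those of a sister screen read the other way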
CAL PDZ FP-2: blocks peptide binding to the human CAL PDZ domain | Q9HD26 | purified CAL PDZ, TMR-peptide fluorescence polarization, 1 h | inhibition, % at 24.9 µM | actives 0.92% (n = 300,000) | AID 602252;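 active means mean inhibition of at least 30% with at least half of replicates also reaching 30%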;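 further: 0% = DMSO neutral control and 100% = excess unlabeled competitor peptide PRC23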
Wnt bcat act: activates Wnt/beta-catenin signaling in a reporter cell assay; actives 1.2% (n = 300,000); activator, plate reader; AID 743398; activation, % at 9.35 µM; in the data active means activation above about 30%, passing the limit was not always enough;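 further: 0% = neutral control wells and 100% = positive control wells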
* marks the source's active call; other numbers are inactive results.

Screening O=C(CSc1nnc(-c2cccs2)o1)Nc1cccc(S(=O)(=O)N2CCCCC2)c1 returned E coli growth 2.0, CAL PDZ FP-1 -0.2, SR-BI HDL uptake 6, phage Ecoli inh 2.6, SR-BI uptake up -6, AddAB inh 1.1, Tat transport 0, MITF TRPM1 HTS -10 and CAL PDZ FP-2 -5.
`CCC(=O)c1cc2c(cc1NC(=O)c1ccc(C)cc1)OCCO2` gave E coli growth -1.9, CAL PDZ FP-1 -1.9, SR-BI HDL uptake 34, phage Ecoli inh 2.4, SR-BI uptake up -34, AddAB inh 0.1, Tat transport -1, MITF TRPM1 HTS 0 and CAL PDZ FP-2 -2.
`O=C(NC12CC3CC(CC(C3)C1)C2)N1CCN(C(=O)C2CCCO2)CC1` (centres undefined) gave E coli growth 1.9, CAL PDZ FP-1 -2.3, SR-BI HDL uptake 16, phage Ecoli inh -0.5, SR-BI uptake up -16, AddAB inh -0.3, Tat transport 3, MITF TRPM1 HTS 5, CAL PDZ FP-2 0 and Wnt bcat act -3.
Cc1nc2c(C)cccc2cc1C(=O)N/N=C/c1cccnc1 was read as E coli growth -0.2, CAL PDZ FP-1 -3.7, SR-BI HDL uptake 1, phage Ecoli inh 2.6, SR-BI uptake up -1, AddAB inh 0.6, Tat transport -4, MITF TRPM1 HTS 4, CAL PDZ FP-2 -1 and Wnt bcat act -3.
CCC(CO)NC1=C([N+](=O)[O-])C(=O)CC(C)(C)C1 (centres undefined) was read as E coli growth -0.5, CAL PDZ FP-1 1.2, SR-BI HDL uptake -20, phage Ecoli inh 4.6, SR-BI uptake up 20, AddAB inh 4.2, Tat transport 0, MITF TRPM1 HTS 18 and CAL PDZ FP-2 0.
Screening COc1ccccc1NC(=O)CN(c1ccc(C)cc1)S(=O)(=O)c1c(C)n[nH]c1C returned E coli growth -2.7, CAL PDZ FP-1 -2.7, phage Ecoli inh 3.5, AddAB inh -1.8, Tat transport -2, MITF TRPM1 HTS -4, CAL PDZ FP-2 -1 and Wnt bcat act 0.
`CC(NC(=O)c1cc(S(=O)(=O)N2CCCC2)cn1C)c1ccccc1` (centres undefined) gave E coli growth -0.4, CAL PDZ FP-1 0.5, SR-BI HDL uptake -11, phage Ecoli inh 3.7, SR-BI uptake up 11, AddAB inh 0.5, Tat transport -8, MITF TRPM1 HTS -15, CAL PDZ FP-2 -3 and Wnt bcat act -1.
`CCc1ccccc1NC(=O)c1cccc(N2C(=O)C3C4CCC(C4)C3C2=O)c1` (centres undefined) gave E coli growth -1.0, CAL PDZ FP-1 -0.1, SR-BI HDL uptake 11, phage Ecoli inh 3.4, SR-BI uptake up -11, AddAB inh -1.4, Tat transport -7, MITF TRPM1 HTS -19, CAL PDZ FP-2 -1 and Wnt bcat act -2.
Screening COC(=O)c1ccc(N2CCc3ccccc32)c([N+](=O)[O-])c1 returned E coli growth -2.0, CAL PDZ FP-1 -0.5, SR-BI HDL uptake 29, phage Ecoli inh 2.5, SR-BI uptake up -29, AddAB inh -0.5, Tat transport 1, MITF TRPM1 HTS -13, CAL PDZ FP-2 -5 and Wnt bcat act 0.
For O=C(NCc1cccs1)c1ccc(CS(=O)(=O)c2ccc(Cl)cc2)o1 the results were E coli growth 0.5, CAL PDZ FP-1 -1.7, SR-BI HDL uptake 2, phage Ecoli inh 1.5, SR-BI uptake up -2, AddAB inh 0.1, Tat transport 2 and MITF TRPM1 HTS 10.

Molecules from the list above that contain a nitro group on carbon (2):
CCC(CO)NC1=C([N+](=O)[O-])C(=O)CC(C)(C)C1 (centres undefined) was read as E coli growth -0.5, CAL PDZ FP-1 1.2, SR-BI HDL uptake -20, phage Ecoli inh 4.6, SR-BI uptake up 20, AddAB inh 4.2, Tat transport 0, MITF TRPM1 HTS 18 and CAL PDZ FP-2 0.
Screening COC(=O)c1ccc(N2CCc3ccccc32)c([N+](=O)[O-])c1 returned E coli growth -2.0, CAL PDZ FP-1 -0.5, SR-BI HDL uptake 29, phage Ecoli inh 2.5, SR-BI uptake up -29, AddAB inh -0.5, Tat transport 1, MITF TRPM1 HTS -13, CAL PDZ FP-2 -5 and Wnt bcat act 0.

Next part:
Cc1ccccc1OCCC(=O)OCC(=O)N1CCN(S(=O)(=O)c2ccc(Cl)cc2)CC1 was read as E coli growth -1.7, CAL PDZ FP-1 -1.9, SR-BI HDL uptake 16, phage Ecoli inh 0.1, SR-BI uptake up -16, AddAB inh -0.2, Tat transport 13, MITF TRPM1 HTS -2, CAL PDZ FP-2 1 and Wnt bcat act -2.
For COc1cc(CNC2CCCC2)c(Br)cc1OC1CCCC1 the results were E coli growth 1.8, CAL PDZ FP-1 -0.7, SR-BI HDL uptake 63, phage Ecoli inh 3.7, SR-BI uptake up -63, AddAB inh 3.4, Tat transport 0, MITF TRPM1 HTS 0, CAL PDZ FP-2 -6 and Wnt bcat act 3.
Cc1nn(CCCC(=O)NCc2ccc(F)cc2)c(=O)c2nccn12 was read as E coli growth -0.8, CAL PDZ FP-1 -1.2, SR-BI HDL uptake -10, phage Ecoli inh 1.4, SR-BI uptake up 10, AddAB inh -1.7, Tat transport -2 and Wnt bcat act -2.
Screening O=C(OCC(=O)c1ccc[nH]1)c1ccc(Cl)c(Cl)c1 returned E coli growth 1.1, CAL PDZ FP-1 -0.8, SR-BI HDL uptake 0, phage Ecoli inh 3.0, SR-BI uptake up 0, AddAB inh 0.2, Tat transport 5, MITF TRPM1 HTS 0, CAL PDZ FP-2 2 and Wnt bcat act -6.
CC(=O)Nc1cccc(Oc2cc(C#N)c(C#N)cc2N2CCOCC2)c1 was read as E coli growth -1.6, CAL PDZ FP-1 -2.8, SR-BI HDL uptake 20, phage Ecoli inh 1.9, SR-BI uptake up -20, AddAB inh -2.0, Tat transport 2, MITF TRPM1 HTS 0 and CAL PDZ FP-2 -4.
For CCC(c1nc2ccccc2c(=O)n1-c1cccnc1)N1C(=O)c2ccccc2C1=O (centres undefined) the results were E coli growth 0.9, CAL PDZ FP-1 -2.7, SR-BI HDL uptake 3, phage Ecoli inh 1.1, SR-BI uptake up -3, AddAB inh 1.6, Tat transport -3, MITF TRPM1 HTS 0, CAL PDZ FP-2 -1 and Wnt bcat act -1.
COc1ccccc1OCCCn1c(=O)oc2ccc(C)cc21 was read as E coli growth -2.4, CAL PDZ FP-1 -0.9, SR-BI HDL uptake 7, phage Ecoli inh 0.4, SR-BI uptake up -7, AddAB inh 0.8, Tat transport 14, MITF TRPM1 HTS -3 and CAL PDZ FP-2 -4.
Screening O=C(Nc1cccc(C(F)(F)F)c1)c1cc(-c2cccs2)on1 returned E coli growth 0.8, CAL PDZ FP-1 0.6, SR-BI HDL uptake -3, phage Ecoli inh 2.8, SR-BI uptake up 3, AddAB inh 1.6, Tat transport -2 and MITF TRPM1 HTS 5.
Screening Cc1cccc(C)c1NC(=O)c1cc(S(=O)(=O)N2CCc3ccccc32)cn1C returned E coli growth -0.1, CAL PDZ FP-1 0.0, SR-BI HDL uptake 7, phage Ecoli inh 1.6, SR-BI uptake up -7, AddAB inh -1.0, Tat transport 0, MITF TRPM1 HTS -4 and Wnt bcat act 0.
For C=C(C)CNC(=O)CCc1nnc(C2(c3ccc(Cl)cc3)CCC2)o1 the results were E coli growth -1.4, CAL PDZ FP-1 -3.5, SR-BI HDL uptake -17, phage Ecoli inh 2.2, SR-BI uptake up 17, AddAB inh 3.0, Tat transport 10, MITF TRPM1 HTS 40, CAL PDZ FP-2 -1 and Wnt bcat act 12.
`O=C(O)CCC(=O)Nc1ccc(Br)c(Cl)c1` gave E coli growth 1.7, CAL PDZ FP-1 -1.5, SR-BI HDL uptake -17, phage Ecoli inh 2.2, AddAB inh -0.2, Tat transport -6, MITF TRPM1 HTS -1 and CAL PDZ FP-2 -4.
For CCc1ccccc1NC1=CC(=O)CC(C)(C)C1 the results were E coli growth 0.5, SR-BI HDL uptake -13, phage Ecoli inh 1.6, SR-BI uptake up 13, AddAB inh -0.3, Tat transport 1, MITF TRPM1 HTS 2, CAL PDZ FP-2 -1 and Wnt bcat act 0.
Screening O=C(NC1CCN(S(=O)(=O)c2ccccc2)CC1)C1CCCCC1 returned E coli growth 0.6, CAL PDZ FP-1 -2.0, SR-BI HDL uptake -8, phage Ecoli inh 1.4, SR-BI uptake up 8, AddAB inh 1.6, Tat transport 2, MITF TRPM1 HTS -3, CAL PDZ FP-2 3 and Wnt bcat act -2.
Screening Cc1csc(NC(=O)CSCC(=O)O)c1-c1nc2ccccc2s1 returned E coli growth -1.5, CAL PDZ FP-1 -4.8, phage Ecoli inh 1.6, AddAB inh -1.6, Tat transport 8, CAL PDZ FP-2 -5 and Wnt bcat act 1.
For COc1cccc(NC(=O)CN(C)CC(=O)NCc2ccco2)c1 the results were E coli growth -1.3, CAL PDZ FP-1 -1.3, SR-BI HDL uptake -4, phage Ecoli inh 5.3, SR-BI uptake up 4, AddAB inh 1.1, Tat transport 0, MITF TRPM1 HTS -7, CAL PDZ FP-2 -3 and Wnt bcat act -2.
`Cc1occc1-c1n[nH]c(=S)n1CC(C)C` gave E coli growth 0.3, CAL PDZ FP-1 -0.6, SR-BI HDL uptake -20, phage Ecoli inh 2.6, SR-BI uptake up 20, AddAB inh 0.5, Tat transport 7, MITF TRPM1 HTS -10 and Wnt bcat act 0.
For CN1C(=S)SC2CS(=O)(=O)CC21 (centres undefined) the results were E coli growth -0.2, phage Ecoli inh 4.4, AddAB inh -3.1 and Wnt bcat act -1.
CSc1n[nH]c2nc3c(c(=O)n12)C1(CCCCC1)Cc1ccccc1-3 was read as E coli growth -0.3, CAL PDZ FP-1 0.4, SR-BI HDL uptake 8, phage Ecoli inh -1.1, SR-BI uptake up -8, AddAB inh 0.9, Tat transport 0, MITF TRPM1 HTS 10, CAL PDZ FP-2 0 and Wnt bcat act 0.
`Cc1ccc(CN2CCN(CCCc3ccccc3)CC2CCO)cc1` (centres undefined) gave E coli growth 1.1, CAL PDZ FP-1 -2.3, SR-BI HDL uptake 2, phage Ecoli inh 2.1, SR-BI uptake up -2, AddAB inh 3.5, Tat transport 0, MITF TRPM1 HTS 3, CAL PDZ FP-2 -5 and Wnt bcat act -2.
`CCOc1ccccc1Nc1nnc(SCc2ccc(C(=O)OC)o2)s1` gave E coli growth -0.1, CAL PDZ FP-1 -1.2, SR-BI HDL uptake 8, phage Ecoli inh 1.1, SR-BI uptake up -8, AddAB inh -0.2, Tat transport 0, CAL PDZ FP-2 0 and Wnt bcat act -3.
O=C(O)C1CCN(C(=O)CCc2ccccc2)CC1 was read as E coli growth -1.9, CAL PDZ FP-1 -1.9, SR-BI HDL uptake -22, phage Ecoli inh -2.5, SR-BI uptake up 22, AddAB inh -3.7, Tat transport 9, MITF TRPM1 HTS 3, CAL PDZ FP-2 -5 and Wnt bcat act 16.
CCCCN(C(=O)CN1C(=O)C2CC=CCC2C1=O)c1c(N)n(CCC)c(=O)[nH]c1=O (centres undefined) was read as E coli growth -1.1, CAL PDZ FP-1 -0.7, SR-BI HDL uptake -2, phage Ecoli inh 4.1, SR-BI uptake up 2, AddAB inh -0.2, Tat transport -3 and CAL PDZ FP-2 -2.
